# Source: PubChem
# A549 viability – counter-screen for Nrf2 inhibitors: cytotoxicity in A549 cells; A549 ARE-Fluc cells, CellTiter-Fluor viability, 18-24 h; Potency, µM (series often up to 46 µM), inactives show top-dose activity change, negative = cytotoxicity, actives largely listed as inhibitors; actives 0.16% (n = 390,000); also: potency is read from the fitted curve at half-maximal effect; % is scaled to controls: 0 for no effect and ±100 for the full control effect
#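 Cytotoxicity counterscreen: CellTiter-Fluor fluorescence was measured in A549 ARE_Fluc cells after 18-24 h of compound exposure in a concentration series. The subsequent BugLite luminescent read reports ARE-luciferase activity.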
# pAkt inh – Akt phosphorylation inhibition. activity change, % for hits at 50 µM. Neuro2A IGF-stimulated pAkt S473 HTRF, 20 min; stronger effect = lower value. actives 0.32% (n = 360,000); in the data active = activity change below about -80%; inconclusive = mostly about -51% to -80%; also: % is scaled to controls: 0 for no effect and ±100 for the full control effect
#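 Single-point screen (50 µM final compound) in Neuro2A cells stimulated 20 min with 6 nM IGF at 37 deg C. After lysis, Ser473-phosphorylated Akt read by HTRF (ex 330 nm, em 615/665 nm) as the 665/615 ratio.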
# CCT chaperon mod – cytosolic chaperonin activity modulation; purified chaperonin ATPase assay, HTRF ADP detection, 30 min; activity change, % (concentration not given with the values), hits read low; actives 0.3% (n = 360,000); AID 651819; in the data active = activity change below about -30%; also: % is scaled to controls: 0 for no effect and ±100 for the full control effect
#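 Enzyme 40 or 20 nM (batch-dependent) in Tris pH 7.4/KCl/MgCl2/DTT; cpd 76 uM single point; ATP 10 uM; 30 min 37 °C; Transcreener ADP HTRF detection, 30 min RT; ratio 665/615.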
# HepG2 viability – kills HepG2 cells in TGF-b inhibitor counter-screen; HepG2 CAGA-GFP viability, ATP luminescence, 18 h; Potency, µM (highest dose often 46.1 µM), inactives show at the top dose activity change, negative = cytotoxicity, actives largely listed as cytotoxic; actives 0.76% (n = 410,000); also: potency is read from the fitted curve at half-maximal effect; some results filed as inactive show a strong effect at the top dose
#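 HepG2 CAGA-GFP cells (1000/well, DMEM with 1% FBS) received compound, then TGF-beta at 500 pg/mL final, and were incubated 18 hours at 37 degrees C. Viability was read by CellTiter-Glo luminescence. Media-only wells were set as complete cell-killing and DMSO as no toxicity.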
# Nrf2 inh – blocks Nrf2 signaling | AID 504444 | actives 2.1% (n = 360,000) | A549 ARE-Fluc reporter, luciferase luminescence, 18-24 h | Potency, µM (top dose mostly 46 µM), without a hit: at the top dose activity change, negative = inhibition, usual class: inhibitors; also: potency is read from the fitted curve at half-maximal effect; % is scaled to controls: 0 for no effect and ±100 for the full control effect; nearly all actives have a fitted effect of over 60% in size
#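 A549 ARE_Fluc cells, 5000/well, 5% FBS OPTI-MEM; compounds in dose-response, 18-24 h at 37 °C/5% CO2; CellTiter-Fluor viability read (Ex 405/Em 525), then BugLite luciferase luminescence = Nrf2 activity.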
# TGFb SMAD3 inh – inhibitors of TGF-b signaling; HepG2 CAGA-GFP TGF-b/SMAD3 reporter, GFP fluorescence, 18 h; TGF-beta stimulated, 500 pg/mL final; actives 1.2% (n = 410,000); Potency, µM (doses to about 46.1 µM), without a hit: at the highest dose activity, negative = inhibition, actives largely listed as inhibitors; AID 588855; also: potency is read from the fitted curve at half-maximal effect; % is scaled to controls: 0 for no effect and ±100 for the full control effect; nearly all actives have a fitted effect of over 65% in size
#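 First, reporter cells (HEPG2 CAGA-GFP) rested 2 h at 37 degrees C. Next, compounds were pinned in and TGF-beta added to 500 pg/mL final. After 18 h, GFP was imaged per cell and summed per well.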
# Nrf2 ARE act – activators of Nrf2 (ARE) signaling. AREc32 ARE-luciferase reporter (MCF7-derived line), luminescence, 24 h. Potency, µM (titrated, usually from 46.1 µM), for inactives: top-dose activation, usual class: activators. AID 624171. actives 0.31% (n = 410,000); also: potency is read from the fitted curve at half-maximal effect; % of control where 0% means no effect; nearly all actives have a fitted effect of over 65% in size
#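 Luciferase luminescence (Steady-Glo, 30 min at room temperature) served as the read-out of ARE activation in AREc32 cells treated with compounds for 24 hr at 37 deg C.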
# MmCpn inh – blocks the Methanococcus maripaludis chaperonin Mm-Cpn. purified Mm-Cpn ATPase, ADP Transcreener TR-FRET. Potency, µM (titrated, usually from 76.9 µM), without a hit: at the highest dose activity, negative = inhibition, actives largely listed as inhibitors. actives 0.031% (n = 330,000); also: potency is read from the fitted curve at half-maximal effect; % is scaled to controls: 0 for no effect and ±100 for the full control effect; nearly all actives have a fitted effect of over 80% in size
#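 Eu-cryptate anti-ADP/ADP-d2 competition gives a ratio inversely related to ADP. Enzyme at 25 nM was pre-exposed to compound for 10 min, then given 10 uM ATP for 30 min, 37°C throughout.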
# Abeta rescue – A-beta toxicity reversal in yeast; Potency, µM (series often up to 46.1 µM), without a hit: at the highest dose growth rescue, most hits filed as activators; yeast expressing A-beta42, growth rescue, OD600, 48 h; response scale: 0% DMSO, 100% iron-clioquinol control; actives 0.063% (n = 410,000); also: potency is read from the fitted curve at half-maximal effect; nearly all actives have a fitted effect of over 55% in size
#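 Yeast A-beta toxicity model in growth medium with pinned compounds, 48 h at 30 C; growth read as absorbance at 600 nm. Normalized to FeCl3/clioquinol equimolar mix (positive) and DMSO (negative).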
# * marks the source's active call; other numbers are inactive results; i = inactive; u = inconclusive; x = not tested or not shown; [ ] = dose if it differs, or a comment. Unless noted, calls follow the shape of the dose curve; as a rule, active = well fitted curve in the direction sought with a large enough effect; inconclusive = small, poorly fitted or top-dose-only effect, or another doubt; inactive = no such curve, though single readings can be large; an effect the other way counts as inactive or inconclusive.
1) COc1cc2c(c(OCC(=O)NC(C)C)c1)C(=O)O[C@@H](C)CCCC(=O)CCCCC2
2) Cc1ccc(C)c(C2C(C#N)=C(N)Oc3cc(C)oc(=O)c32)c1 (centres undefined)
3) O=C1Nc2ccc(Br)cc2C12NNc1ccccc1O2 (centres undefined)
4) COC(=O)[C@@H]1C[C@@]2(O)[C@@H](O)[C@@H](O)[C@@H](O)C[C@H]2N1Cc1ccc(C(F)(F)F)cc1
5) CN(C(=O)COC(=O)c1ccccc1Cc1ccccc1)C1CCS(=O)(=O)C1 (centres undefined)
6) COc1ccc(C2CC(=O)Nc3c2c(=O)nc2c(C)cccn32)cc1 (centres undefined)
7) COc1ccc(/C=C/C(=O)OCC(=O)Nc2ccc3[nH]c(=O)[nH]c3c2)cc1OC
8) CCOC(=O)C1=C(COC(=O)c2cc([N+](=O)[O-])ccc2Cl)NC(=O)NC1C (centres undefined)

assay / compound | 1 | 2 | 3 | 4 | 5 | 6 | 7 | 8
A549 viability | -6% | -2% | u | 0% | -1% | -4% | 0% | x
pAkt inh | i | i | i | i | i | x | i | i
CCT chaperon mod | -2.0 | -1.8 | -1.8 | 1.2 | 0.3 | x | -1.0 | 1.1
HepG2 viability | -32% | -46% | -105% | -29% | 4% | 2% | 18% | -16%
Nrf2 inh | -10% | -14% | -13% | 8% | 8% | 14% | 14% | x
TGFb SMAD3 inh | 5% | -4% | -10% | u | -7% | 2% | 0% | -11%
Nrf2 ARE act | -0.4% | -0.6% | -3.1% | 0.5% | -0.2% | -1.1% | 0.5% | u
MmCpn inh | 0% | -7% | 1% | 0% | 0% | x | -6% | x
Abeta rescue | -8% | 18% | -86%[inhibitor] | -1% | 8% | -8% | -10% | 7%

9) OCC1(Cc2ccccc2)CCN(Cc2cc3ccccc3o2)CC1
10) CS(=O)(=O)c1ccccc1C(=O)N(CCC1=CCCCC1)c1c(N)n(Cc2ccccc2)c(=O)[nH]c1=O
11) CCC(=O)NC(NC(=S)Nc1cccc2cccnc12)C(Cl)(Cl)Cl (centres undefined)
12) NS(=O)(=O)c1cccc(NC(=O)COC(=O)C2CCCCC2)c1
13) Cc1ccc(NC2=C(Cl)C(=O)OC2OC(C)C)c(C)c1 (centres undefined)
14) Cc1ccc(C(=O)NC(=S)Nc2ccc3[nH]c(=O)[nH]c3c2)c(C)c1
15) CC1=C(C(=O)N(C)C)CC(CC(=O)NCCCN(C)C)C(=O)N1Cc1ccc(F)cc1 (centres undefined)
16) Cc1cc(C)c(NC(=O)CN2C(=O)NC3(CCCc4ccccc43)C2=O)c(Cl)c1 (centres undefined)

assay / compound | 9 | 10 | 11 | 12 | 13 | 14 | 15 | 16
A549 viability | -3% | -6% | 7% | -11% | -5% | 5% | x | -11%
pAkt inh | i | i | i | i | i | i | i | i
CCT chaperon mod | 2.3 | -2.2 | -1.3 | 1.7 | 0.0 | 1.1 | -0.9 | -4.2
HepG2 viability | -34% | -41% | 2% | 7% | -11% | -3% | -1% | -14%
Nrf2 inh | 16% | -17% | -8% | -11% | 7% | -1% | x | 2%
TGFb SMAD3 inh | -6% | 3% | -4% | 0% | -1% | -1% | 5% | -15%
Nrf2 ARE act | 3.1% | -0.8% | 1.9% | -0.4% | -0.8% | -0.1% | -1.2% | 4.0%
MmCpn inh | -6% | -2% | -1% | -2% | 1% | -8% | x | -1%
Abeta rescue | -14% | -2% | -1% | -1% | 0% | -12% | -14% | 10%

17) O=C(c1ccccc1)N1c2ncnn2C2(CCCCC2)[C@@H]2CCCC[C@@H]21
18) Cc1ccc(Nc2ccc([N+](=O)[O-])ccc2=O)cc1
19) O=C(NCCc1ccc(Cl)cc1)C(=O)NCC(c1ccco1)S(=O)(=O)c1cccs1 (centres undefined)
20) O=C1NC(SCCCF)=N/C1=C/c1ccc(-n2cncn2)cc1
21) CCOc1ccc(-n2ccnc(SCC(=O)NCCc3ccccc3)c2=O)cc1
22) Cc1ccsc1C1C(C#N)=C(N)OC2=C1C(=O)CC(C)(C)C2 (centres undefined)
23) CCOC(=O)c1sc(N2C(=O)C(O)=C(C(=O)c3ccc(C)o3)C2c2cccc([N+](=O)[O-])c2)nc1C (centres undefined)
24) O=C1CCC(=O)N1CN(Cc1ccco1)CN1C(=O)CCC1=O

assay / compound | 17 | 18 | 19 | 20 | 21 | 22 | 23 | 24
A549 viability | 9% | 3% | 11% | -2% | 1% | 5% | u | 0%
pAkt inh | x | i | x | i | i | i | i | i
CCT chaperon mod | x | 1.9 | x | -4.1 | -7.6 | 1.1 | 0.6 | -1.8
HepG2 viability | -8% | -41% | -11% | 1% | -4% | -9% | 1% | 17%
Nrf2 inh | 1% | 26% | x | 9% | 0% | -14% | 23µM* | -3%
TGFb SMAD3 inh | 5% | -6% | 11% | 9% | -4% | -7% | 17% | -2%
Nrf2 ARE act | -1.1% | 0.7% | -0.2% | 0.7% | 3.3% | 9.7% | 0.9% | -0.6%
MmCpn inh | x | x | x | -1% | -7% | 1% | 0% | 2%
Abeta rescue | 6% | -11% | -13% | 4% | 12% | 0% | 9% | 3%

25) Cn1c(=O)c2c(O)cc(=O)[nH]c2n(-c2ccccc2)c1=O
26) O=C(CCc1nnc(Cc2ccc(-c3ccccc3)cc2)o1)NCCc1ccccn1
27) O=C(NC(NCC1CCCO1)C(Cl)(Cl)Cl)c1cccc2ccccc12 (centres undefined)
28) Cc1ccc(S(=O)(=O)N2CCN(C(=O)N(c3ccccc3)c3ccccc3)CC2)cc1
29) Cc1ccn2c(=O)nc(SCC(=O)N3CCCc4ccccc43)nc2c1
30) COc1ccc(OCCNc2c([N+](=O)[O-])c(=O)oc3ccccc23)cc1
31) CC[C@]1(c2ccccc2C)ON(c2ccccc2C(F)(F)F)C1=O
32) O=C(Nc1ccc2[nH]ncc2c1)c1ccccc1Cl

assay / compound | 25 | 26 | 27 | 28 | 29 | 30 | 31 | 32
A549 viability | -7% | 1% | 0% | 1% | -1% | -5% | 1% | 2%
pAkt inh | i | i | i | i | i | i | i | i
CCT chaperon mod | -1.1 | 0.0 | -0.2 | -1.0 | 0.7 | -1.1 | -0.7 | -1.1
HepG2 viability | -2% | -17% | 1% | -16% | 6% | 1% | -5% | -10%
Nrf2 inh | 10% | -8% | u | x | -2% | -4% | 1% | -15%
TGFb SMAD3 inh | 2% | 1% | -3% | u | 1% | -9% | -27% | -1%
Nrf2 ARE act | 0.4% | -0.7% | 0.4% | -0.5% | -0.7% | -0.8% | 4.1% | -0.6%
MmCpn inh | 0% | -3% | 1% | 2% | -2% | 2% | 0% | 1%
Abeta rescue | -2% | -16% | -12% | 5% | -10% | -11% | 9% | -8%

33) Oc1cccc2ccc(Nc3ccccn3)nc12
34) CCN(CC)c1nc(C)nc2c1sc(=S)n2C
35) Cc1nc2ccccc2c(=O)n1-c1ccc(NC(=O)c2ccc([N+](=O)[O-])cc2)cc1
36) CCOc1ccccc1NC(=O)C1CCN(S(=O)(=O)c2c(C)noc2/C=C/c2ccc(C)cc2)CC1
37) CC(C)c1ccc(CNC(=O)C(=O)NCC2CCCO2)cc1 (centres undefined)
38) NC(=O)c1ccc(NC(=O)CSc2nnc(-c3ccncc3)n2Cc2ccco2)cc1
39) Cc1ccc(NC(=O)c2ccc(NCCCN3CCC(C)CC3)c([N+](=O)[O-])c2)cc1F
40) COc1ccccc1CC(=O)Nc1cc(C)on1
41) COc1ccccc1-n1c(=S)[nH]c2c(sc(=S)n2-c2ccc(C)cc2C)c1=O

assay / compound | 33 | 34 | 35 | 36 | 37 | 38 | 39 | 40 | 41
A549 viability | 4.1µM* | -1% | 7% | -1% | 4% | 0% | -1% | x | 3%
pAkt inh | i | i | x | x | i | i | i | i | i
CCT chaperon mod | -2.7 | 1.1 | x | x | 1.2 | -4.1 | -2.9 | 0.5 | -2.8
HepG2 viability | 5.6µM* | 2% | -27% | -13% | 15% | -12% | -5% | 19% | -2%
Nrf2 inh | u | -29% | x | x | -8% | -5% | 0% | x | -16%
TGFb SMAD3 inh | u | 10% | u | 2% | 1% | 2% | 5% | 3% | -15%
Nrf2 ARE act | -1.5% | -0.9% | 2.9% | 0.3% | 0.1% | -0.4% | 5.0% | -0.7% | 4.9%
MmCpn inh | 2% | -2% | x | x | 3% | 0% | 1% | x | -5%
Abeta rescue | -44%[inhibitor] | -16% | -14% | -9% | -11% | 9% | -10% | 0% | 4%

# Given with values under each structure: part of the list above
# The line under a structure holds: A549 viability | pAkt inh | CCT chaperon mod | HepG2 viability | Nrf2 inh | TGFb SMAD3 inh | Nrf2 ARE act | MmCpn inh | Abeta rescue
(34) CCN(CC)c1nc(C)nc2c1sc(=S)n2C
 : -1% | i | 1.1 | 2% | -29% | 10% | -0.9% | -2% | -16%
(35) Cc1nc2ccccc2c(=O)n1-c1ccc(NC(=O)c2ccc([N+](=O)[O-])cc2)cc1
 : 7% | x | x | -27% | x | u | 2.9% | x | -14%
(36) CCOc1ccccc1NC(=O)C1CCN(S(=O)(=O)c2c(C)noc2/C=C/c2ccc(C)cc2)CC1
 : -1% | x | x | -13% | x | 2% | 0.3% | x | -9%
(37) CC(C)c1ccc(CNC(=O)C(=O)NCC2CCCO2)cc1 (centres undefined)
 : 4% | i | 1.2 | 15% | -8% | 1% | 0.1% | 3% | -11%
(38) NC(=O)c1ccc(NC(=O)CSc2nnc(-c3ccncc3)n2Cc2ccco2)cc1
 : 0% | i | -4.1 | -12% | -5% | 2% | -0.4% | 0% | 9%
(39) Cc1ccc(NC(=O)c2ccc(NCCCN3CCC(C)CC3)c([N+](=O)[O-])c2)cc1F
 : -1% | i | -2.9 | -5% | 0% | 5% | 5.0% | 1% | -10%
